POLH inh: blocks human DNA polymerase eta activity; Potency, µM (top dose mostly 114 µM), for inactives: at the top dose activity change, negative = inhibition, actives largely listed as inhibitors; actives 1.2% (n = 390,000); recombinant Pol eta, fluorescent DNA replication assay; Q9Y253; further: potency means the concentration at half of the fitted maximal effect; on the % scale 0 is the no-effect control and ±100 the full control effect
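Pol eta at 10 nM preincubated with compounds 15 min at room temperature; reaction started with fluorescent substrate (50 nM final) and read kinetically at 0 and 10 min.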
APE1 inh: blocks human APE1 abasic DNA cleavage. P27695. recombinant APE1, TAMRA/BHQ-2 abasic DNA cleavage fluorescence. Potency, µM (series often up to 65.8 µM), without a hit: top-dose activity change, negative = inhibition, actives largely listed as inhibitors. actives 0.35% (n = 350,000);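 further: potency means the concentration at half of the fitted maximal effect; plate controls were vehicle for no effect and reference inhibitor for full effect; nearly all actives have a fitted effect of over 55% in size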
Target sequence (P27695 whole entry, looked up): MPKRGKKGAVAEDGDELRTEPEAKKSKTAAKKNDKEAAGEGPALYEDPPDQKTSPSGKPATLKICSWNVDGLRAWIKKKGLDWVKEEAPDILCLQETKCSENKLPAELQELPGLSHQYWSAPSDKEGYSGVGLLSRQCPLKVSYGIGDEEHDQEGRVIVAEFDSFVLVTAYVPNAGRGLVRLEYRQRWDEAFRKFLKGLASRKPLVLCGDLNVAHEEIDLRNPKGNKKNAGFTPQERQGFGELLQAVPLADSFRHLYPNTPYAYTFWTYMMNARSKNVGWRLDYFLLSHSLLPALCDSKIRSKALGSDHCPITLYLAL
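0.75 nM APE1 + cpd, 15 min RT; start w/ 50 nM TAMRA/BHQ-2 THF-abasic dsDNA; kinetic fluor 525/598 nm ×3 reads @60 s; Δ(read3−read1); normalized to DMSO and NSC13755 control wells.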
RGS4 inh: blocks human RGS4-accelerated GTP hydrolysis; Transcreener GDP fluorescence polarization, RGS4-accelerated GTP hydrolysis; Potency, µM (titrated, usually from 114 µM), without a hit: at the highest dose activity change, negative = inhibition, most hits filed as inhibitors; actives 0.039% (n = 390,000); AID 504845; further: potency means the concentration at half of the fitted maximal effect; on the % scale 0 is the no-effect control and ±100 the full control effect; nearly all actives have a fitted effect of over 75% in size; some results filed as inactive show a strong effect at the top dose
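MLSMR compounds (23 nl, pin-transferred) preincubated 10 min at room temperature with a 500nM (2x) first reagent, then RGS4 at 900nM (2x) plus Transcreener GDP mix added; fluorescence polarization (620/688 nm) read before and after 90 min at 30 °C.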
Apoferritin bind: candidate novel general anesthetic via apoferritin binding. actives 0.074% (n = 350,000). apoferritin/1-aminoanthracene competitive binding, fluorescence. P02791. Potency, µM (top dose mostly 77.5 µM), for the others: at the top dose activity change, negative = displacement, usual class: inhibitors; further: potency means the concentration at half of the fitted maximal effect; on the % scale 0 is the no-effect control and ±100 the full control effect; nearly all actives have a fitted effect of over 20% in size
Target sequence (P02791 2-175 limits assumed): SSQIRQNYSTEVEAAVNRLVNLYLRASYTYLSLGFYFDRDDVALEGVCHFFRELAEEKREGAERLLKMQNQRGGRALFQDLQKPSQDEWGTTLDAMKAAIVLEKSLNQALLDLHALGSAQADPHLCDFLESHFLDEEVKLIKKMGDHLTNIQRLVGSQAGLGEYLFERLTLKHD
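Read-out: endpoint 1-AMA fluorescence, excitation 380 nm and emission 535 nm, after compounds sit 10 min at room temperature with 10 uM horse-spleen apoferritin in 50% saturated 1-AMA/PBS. Values come from four-parameter Hill fits.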
ERG Ets-DNA blk: blocks human ERG Ets domain binding to DNA; fluorescence polarization, His-ERG Ets domain / labelled DNA; Potency, µM (doses to about 76.9 µM), inactives show top-dose FP activity, negative = inhibition, usual class: inhibitors; actives 0.028% (n = 370,000); AID 624246; active means well fitted inhibition curve with a large enough effect in the polarisation, with a control signal flat; inconclusive means small, poorly fitted or top-dose-only effect, or effect the other way, or a change in a side signal; inactive means no such curve, though single readings can be large or run the other way; the % refers to the polarisation;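 further: polarization taken with two DNA probes labelled with fluorescein and Texas red; potency means the concentration at half of the fitted maximal effect; % of control where 0% means no effect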
Target sequence (P11308 whole entry, looked up, the tested form may be a part): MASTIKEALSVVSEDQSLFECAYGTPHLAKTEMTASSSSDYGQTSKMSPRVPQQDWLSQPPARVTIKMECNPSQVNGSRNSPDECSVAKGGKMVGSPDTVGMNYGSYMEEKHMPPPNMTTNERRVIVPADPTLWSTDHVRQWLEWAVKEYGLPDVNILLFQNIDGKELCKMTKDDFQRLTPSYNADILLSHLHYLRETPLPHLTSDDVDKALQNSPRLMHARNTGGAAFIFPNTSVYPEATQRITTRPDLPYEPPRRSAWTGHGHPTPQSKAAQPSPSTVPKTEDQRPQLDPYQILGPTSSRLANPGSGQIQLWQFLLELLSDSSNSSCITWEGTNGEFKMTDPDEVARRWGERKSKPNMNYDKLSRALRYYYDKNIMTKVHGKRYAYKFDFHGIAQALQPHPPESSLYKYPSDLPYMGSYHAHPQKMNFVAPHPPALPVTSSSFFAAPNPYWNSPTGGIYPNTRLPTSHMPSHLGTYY
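His-tagged ERG Ets domain (1 uM in the protein solution; 300mM KCl, 50mM Tris-HCl, 1mM EDTA, 1mM DTT, pH 7.5) received compound, then a probe mix of 5 nM fluorescein-DNA and 100nM Texas-615-DNA. Fluorescence polarization was read for both dyes.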
Pol beta inh: DNA polymerase beta (human) inhibition; actives 1.3% (n = 340,000); AID 485314; P06746; Pol beta primer extension/strand displacement, fluorescence kinetic; Potency, µM (highest dose often 114 µM), for inactives: top-dose activity change, negative = inhibition, usual class: inhibitors; further: potency means the concentration at half of the fitted maximal effect; on the % scale 0 is the no-effect control and ±100 the full control effect
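Values derive from four-parameter Hill fits of normalized kinetic data: reads at 0 and 10 min following addition of 50 nM substrate to 10 nM Pol beta preincubated 15 min with compound.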
LDHA block: inhibitors of human lactate dehydrogenase A. actives 0.15% (n = 480,000). purified LDHA, NADH/diaphorase-resazurin fluorescence; hits give low values. AID 1347041. activity change, % (values are at about 110 or 230 µM); in the data active means activity change below about -30%; inconclusive means mostly about -25% to -30%;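 further: plate controls were DMSO wells for no effect and wells without enzyme for full effect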
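Remaining NADH was detected by diaphorase (0.133 mg/mL) converting 37 µM resazurin to fluorescent resorufin, read at 0 and 20 minutes. The preceding 5-minute room-temperature reaction used 2 nM LDHA, 0.2 mM sodium pyruvate and 0.06 mM NADH at pH 7.4.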
Pol kappa inh: DNA polymerase kappa (human) inhibition. actives 0.53% (n = 400,000). purified Pol kappa, fluorescent DNA synthesis assay, 10 min. Q9UBT6. Potency, µM (titrated, usually from 107 µM), for the others: at the highest dose activity, negative = inhibition, actives largely listed as inhibitors; further: potency means the concentration at half of the fitted maximal effect; on the % scale 0 is the no-effect control and ±100 the full control effect
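10 nM Pol kappa was preincubated with compounds for 15 min at room temperature. Reaction started with 50 nM (final) substrate. Fluorescence read kinetically at 0 and 10 min.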
12-LOX inh: inhibitors of human 12S-lipoxygenase ALOX12; P18054; purified 12hLO, xylenol orange hydroperoxide absorbance; Potency, µM (doses to about 108 µM), for the others: top-dose activity change, negative = inhibition, usual class: inhibitors; actives 1.1% (n = 580,000); AID 1671190; further: potency means the concentration at half of the fitted maximal effect; on the % scale 0 is the no-effect control and ±100 the full control effect
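Purified human 12hLO at 150 nM in 25 mM Hepes, 0.01% Triton X-100, pH 7.0, preincubated 15 min at room temperature with compound. Reaction started with 40 uM arachidonic acid, 30 min at room temperature. Hydroperoxide measured by Fe-xylenol orange, 573/405 nm absorbance ratio.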
The depositor's hits bear a star; i = inactive; ? = inconclusive; / = no result given; & = joins results of further samples; [ ] = dose if it differs, or a comment. Unless noted, the call rests on the fitted dose curve; in most records, active means well fitted curve in the direction sought with a large enough effect; inconclusive means small, poorly fitted or top-dose-only effect, or another doubt; inactive means no such curve, though single readings can be large; an effect the other way counts as inactive or inconclusive.

SMILES	POLH inh	APE1 inh	RGS4 inh	Apoferritin bind	ERG Ets-DNA blk	Pol beta inh	LDHA block	Pol kappa inh	12-LOX inh
O=C(NC1CCCc2ccccc21)C1CCN(C(=O)c2sccc2-n2cccc2)CC1 (centres undefined)	-12%	-5%	22%	-9%	6%	0%	-5	-9%	11%
Cc1nnsc1C(=O)Nc1ccc(Cl)cc1	1%	3%	2%	0%	-5%	33%	-11	0%	-13%
CCOP(=O)(c1ccccc1)C(O)c1ccc(Br)cc1 (centres undefined)	-22%	1%	3%	-4%	-3%	20%	-5	8%	-14%
CC1CCN(C(=O)c2cc3ccccc3cc2O)CC1	-15%	-3%	-25%	-9%	6%	0%	3	1%	-69%
O=C(Nc1sc2c(c1C(=O)O)CCC2)c1ccccc1F	-5%	8%	-34%	-6%	-2%	9%	-1	-9%	-1%
CCOC(=O)CCc1c(C)c2ccc(OCC)c(C)c2oc1=O	9%	9%	-6%	-14%	3%	10%	-2	0%	12%
CC(C)/C=C/C(=O)N1CCC(N2CCC(C(=O)N3CCOCC3)CC2)CC1	-5%	-2%	16%	-4%	5%	1%	-3	-12%	-12%
COC(=O)CCSc1cc([N+](=O)[O-])cc2c1c(C1OCCS1)nn2-c1ccccc1 (centres undefined)	-6%	-4%	-5%	?	5%	1%	1	-5%	4%
O=C(NCC(c1cccnc1)N1CCc2ccccc2C1)c1ccc(F)c(F)c1 (centres undefined)	-11%	/	-16%	1%	1%	1%	-3	-8%	4%
COc1cccc(OCc2nnc(-c3cccs3)o2)c1	/	14%	/	-20%	/	34%[activator]	/	/	0%
O=C(NCc1ccncc1)C1CCCN(S(=O)(=O)Cc2ccccc2)C1 (centres undefined)	-5%	-4%	-22%	1%	-6%	1%	-1	1%	14%
Cc1cccc(-c2onc3ccc(C4(C)OCCO4)cc23)c1	-8%	?	-12%	-20%	6%	14%	0	-16%	-6%
CC(C)N(Cc1nc(-c2ccccc2)no1)C(=O)c1ccc(Br)o1	-17%	-3%	4%	-19%	3%	-11%	2	-33%	4%
Cc1nn2c(N3CCOCC3)cc(C(C)(C)C)nc2c1-c1ccccc1	1%	23%	-12%	0%	-3%	-14%	0	7%	1%
N#Cc1ccc(OCC(=O)N/N=C2/CC(c3ccccc3)Oc3ccccc32)cc1 (centres undefined)	-8%	1%	-38%	8%	0%	9%	-3	-7%	13%
CCOc1cc(C(=O)NC(C)C2CC3CCC2C3)cc(OCC)c1OCC (centres undefined)	-17%	/	-7%	/	-8%	/	-6	4%	466%[activator]
Cc1occc1C(=O)N/N=C/c1ccccc1[N+](=O)[O-]	-10%	0%	8%	-10%	-6%	0%	0	4%	0%
CCOC(=O)N1CCN(c2c(N3CC=C(c4ccccc4)CC3)c(=O)c2=O)CC1	-8%	1%	-5%	-15%	7%	-8%	-2	13%	?
CCCS(=O)(=O)N1CC(=O)N(c2cc(C)ccc2C)C(C)(C(=O)NC2CCCCCC2)C1 (centres undefined)	-10%	/	24%	9%	-6%	6%	-6	-14%	?
Cc1ccc2c(C)c(C(=O)N(Cc3ccccc3)C3CCS(=O)(=O)C3)oc2c1 (centres undefined)	-16%	-8%	-17%	-3%	1%	-4%	-3	-5%	-17%
CC(C)(C)OC(=O)N1O[C@H]2C[C@@H]1[C@@H]1[C@@H]2N=NN1C12CC3CC(CC(C3)C1)C2	-17%	26%	-32%	/	3%	/	3	10%	?
Cc1ccc(-c2nc3cc(Br)cnc3nc2-c2ccc(C)cc2)cc1	-6%	2%	-12%	-8%	-6%	-26%	-9	-4%	2%
CCn1c(-c2cccnc2Cl)nc2ccccc21	1%	-4%	-5%	-5%	-8%	20%	-5	-15%	5%
NC(=O)C1CCN(CCC(=O)Nc2ccc(F)c(F)c2)CC1	-8%	-11%	-11%	-3%	11%	19%	-3	1%	-20%
CN(C)S(=O)(=O)c1ccc(N2CCOCC2)c(C(=O)O)c1	-14%	13%	-4%	-4%	-5%	21%	-7	-3%	0%
Nc1cc2ccccc2oc1=O	-17%	0%	7%	-14%	-1%	?	-8	-2%	317%[activator]
Cc1ccccc1NC1=NC(=S)N(c2ccccc2)C12CCCCC2	-22%	13%	20%	-12%	-3%	2%	-5	-14%	-5%
O=C(NNS(=O)(=O)c1ccc(Cl)cc1)c1cnn(-c2ccccc2)c1-n1cccc1	-22%	-5%	-6%[11.4 µM]	?	4%	5%	4	-6%	-1%
C/C(=N\Nc1ncc(Cl)cc1Cl)c1ccc2c(c1)OCO2	-3%	-4%	4%	-14%	-7%	5%	0	7%	-22%
Cc1nc(N2CCOCC2)c(C#N)c(C)c1Br	0%	2%	-3%	-10%	-9%	29%	-8	-4%	0%
N=c1n(Cc2ccccc2)c2ccccc2n1CC(O)c1ccco1 (centres undefined)	-18%	5%	-10%	-17%	-9%	1%	-2	-12%	0%
Cc1cc(C(=O)CCC(=O)NC(C)c2ccc(S(N)(=O)=O)cc2)c(C)s1 (centres undefined)	-5%	3%	11%	/	8%	/	-14	-9%	?
Cc1ccc(S(=O)(=O)Nc2ccc3c(c2)OCCO3)c(C)c1NS(C)(=O)=O	0%	4%	0%	-3%	-15%	11%	-2	0%	60%[activator]
CCOc1ccc(C(=O)N/N=C/c2cc([N+](=O)[O-])cs2)cc1	33%[activator]	-5%	?	-8%	16%	14µM*	-12	-28%	-10%
CC(=O)Nc1ccc(SCC(=O)Nc2ccc3c(c2)OCCO3)cc1	-5%	1%	-35%	/	0%	/	-4	-6%	-13%
O=C(CSc1ccc2nnc(-c3ccccc3)n2n1)N1CCCCC1	-15%	/	-32%	/	-11%	/	-1	7%	0%
c1ccc(C[n+]2ccc3ccccc3c2)cc1	-9%	/	31%	/	-3%	/	-7	-6%	i
Cc1nc(NCc2ccccc2)[nH]c(=O)c1CCC(C)C	-17%	0%	-8%	8%	1%	-1%	-5	-3%	3%
CCn1c(SCC(=O)N/N=C\c2ccccc2OCC(=O)O)nnc1-c1ccc(Cl)cc1	-7%	0%	-9%	-10%	-4%	-11%	-3	-5%	-19%
O=C(Nc1ccc(N2CCC(N3CCCCC3)CC2)c(C(=O)O)c1)c1ccc(Br)cc1	-7%	/	-12%	-9%	4%	-1%	3	-6%[60.1 µM]	?
Cc1ccc(C2CC(=O)c3cnc(NC(=O)c4ccco4)nc3C2)cc1 (centres undefined)	-14%	-6%	-49%	-15%	2%	0%	-2	3%	392%[activator]
COC(=O)c1c(C(=O)OC)c(-c2ccccc2)n2c1CCC2	-11%	-2%	7%	-18%	-2%	-1%	-4	3%	15%
Cc1ccc2cc(CN(Cc3ccco3)C(=O)c3cccs3)c(=O)[nH]c2c1	-11%	0%	-47%	-16%	1%	2%	-5	-20%	-28%
O=C(CSCc1nc2ccccc2[nH]1)Nc1ccc(Oc2ccccc2)cc1	-25%	-9%	-33%	?	-1%	-30%	1	-14%	-18%
Cc1cc(CNC(=O)CC2C(=O)NCCN2Cc2ccccc2)nn1C (centres undefined)	-20%	23%	9%	-4%	-5%	20%	-4	-14%	50%[activator]
CCOc1ccc(OCC(=O)OC(C)C(=O)NC2CCCCC2C)cc1 (centres undefined)	-21%	13%	2%	/	-2%[15.4 µM]	/	2	-2%	399%[activator]
COCCOC(=O)c1c(C)oc2ccc(OC(=O)COc3c(F)c(F)c(F)c(F)c3F)cc12	-11%	-1%	-17%	4%	-2%	16%	-5	-3%	-4%
O=C(OCC(=O)c1ccccc1Cl)c1cnccn1	-9%	-3%	-9%	-2%	-10%	18%	-1	-12%	6%
CC(C)Cn1c(CN2CCN(c3cccc(Cl)c3)CC2)nc2c1c(=O)[nH]c(=O)n2C	-16%	/	-3%	31%	-4%	13%	-7&5	-3%	?
COC(=O)C1CCN(C(=O)CCC2CCCCC2)CC1	-15%	15%	-12%	-13%	-10%	15%	-1	-3%	-28%
COc1ccc(CNC2CCCCC2)cc1	-1%	-1%	-1%	-8%	6%	76%	-6	-8%	?
CCOc1ccc(NC(=O)c2cn(C)c(=O)c3cc(OC)c(OC)cc23)cc1	-18%	/	6%	2%	4%	22%	-6	-1%	-2%
CC(C)CC1CCCCC1OC(=O)C[N+]1(C)CCCCC1 (centres undefined)	-15%	0%	1%	-1%	2%	0%	-9	-4%	?
O=P(Cc1cc(Br)cc(Br)c1OCCO)(c1ccccc1)c1ccccc1	3%	2%	11%	-14%	-2%	0%	-9	-12%	?
CCCCN(C(=O)CCC(=O)Nc1cc(C)on1)C(C(=O)NC1CCCC1)c1ccc(OCC)cc1 (centres undefined)	-24%	4%	7%	-21%	0%	34%	-7	3%	-1%
CC(C)NC(=O)NC(=O)COC(=O)CCOc1ccccc1	-15%	0%	-9%	-22%	-11%	38%	-2	9%	-22%

Pulled one by one from the entries so far, two records:
SMILES	POLH inh	APE1 inh	RGS4 inh	Apoferritin bind	ERG Ets-DNA blk	Pol beta inh	LDHA block	Pol kappa inh	12-LOX inh
O=C(OCC(=O)c1ccccc1Cl)c1cnccn1	-9%	-3%	-9%	-2%	-10%	18%	-1	-12%	6%
CC(C)Cn1c(CN2CCN(c3cccc(Cl)c3)CC2)nc2c1c(=O)[nH]c(=O)n2C	-16%	/	-3%	31%	-4%	13%	-7&5	-3%	?

Not all compounds are listed. The share of hits here may be higher or lower than overall.
